Bioassay records: PubChem BioAssay, Small Molecule Screening Facility, UW Madison
PriA SSB inh = blocks PriA binding to SSB C-terminal tail; AlphaScreen SSBct-PriA binding, biotinylated peptide; inhibition, % at 33 µM; 430,000 compounds, 0.6% hits; AID 1272365; in the data active means inhibition mostly above about 37%, no sharp cut-off; inactive means mostly below about 20%;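 further: plate controls were negative control peptide for no effect and reference peptide for full effect; strong numbers were not always called active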
An asterisk follows results filed as active; & = joins results of further samples. An excerpt (hit frequency here may not be typical).

SMILES	PriA SSB inh
Cc1c(Cc2ccc3c(c2)OCO3)sc(NC(=O)c2cccc(N3C(=O)CCC3=O)c2)c1C(N)=O	-12.0
O=C(CCCc1ccccc1)Nc1c(C(=O)Nc2ccccc2F)oc2ccccc12	-4.0
CCCc1noc([C@H]2CC(=O)N(c3ccc4c(c3)OCCO4)C2)n1	-4.0
CCCN1CCCc2cc(CCNS(=O)(=O)c3cc(C)c(C)cc3OC)ccc21	60.0*
CSc1ccccc1NC(=O)C(=O)NC[C@H](O)c1csc2ccccc12	-2.0
COc1ccccc1-c1cnn2c(Nc3ccc(NC(C)=O)cc3)cc(C)nc12	-21.0
CS(=O)(=O)N1CCC(C(=O)NC2CCC(Oc3ccccn3)CC2)CC1 (stereo not given)	-3.0
O=C(Cn1cnc2c(sc3cccc(F)c32)c1=O)Nc1ccc2c(c1)OCO2	-10.0
COC(=O)C1CC(Oc2ccccc2F)CN1C(=O)CCC(=O)c1ccccc1 (stereo not given)	-5.0
CS(=O)(=O)N1CCCC1C(=O)Nc1nc(-c2ccc(Cl)s2)cs1 (stereo not given)	-8.0&-2.0
Cc1oncc1C(=O)NCC1CCN(C(=O)c2ccccc2F)CC1	-17.0
COc1ccccc1NC(=NS(=O)(=O)c1ccc(C)cc1)c1ccc(Cl)cc1	-2.9
COc1ccccc1-c1ccc(=O)n(CC(=O)N2CCN(C(c3ccccc3)c3ccccc3)CC2)n1	-11.0
Cc1c(C(=O)C(=O)NCC2COc3ccccc3O2)c2ccccc2n1C (stereo not given)	4.0
COc1ccccc1CNC(=O)c1ccc(S(=O)(=O)N(C)C)o1	-16.0
C/C(=N/OC(=O)Nc1cccc(Cl)c1)C(=O)c1ccc(Br)cc1	-15.0
COc1ccc(CCNC(=O)c2c(O)nc3ccccn3c2=O)cc1OC	-11.0
CC(=O)Nc1ccc(S(=O)(=O)N(CCc2cccs2)Cc2ccoc2)c(C)c1	-2.0
O=C1c2cccc3cccc(c23)C(=O)N1CCc1ccc(S(=O)(=O)N2CCN(c3ccccc3)CC2)cc1	-19.0
COC(=O)N1CCC(CNC(=O)c2cccn(C)c2=O)CC1	-2.0
CCOc1ccc2nc(-c3ccc(Cl)c(NC(=O)Nc4cccs4)c3)cn2n1	8.0
O=C(c1ccsc1)N(Cc1cccs1)C1CCOCC1	-9.0
COCCN(Cc1ccoc1)S(C)(=O)=O	-5.0
O=C(C=NO)NCc1ccncc1	-21.7
COc1cccc(CCNC(=O)Cc2cc(=O)[nH]c(SCc3ccc(F)cc3)n2)c1	-9.0

Reformatted as labelled records: two of the compounds above
smiles: COC(=O)C1CC(Oc2ccccc2F)CN1C(=O)CCC(=O)c1ccccc1 (stereo not given)
  PriA SSB inh: -5.0
smiles: CS(=O)(=O)N1CCCC1C(=O)Nc1nc(-c2ccc(Cl)s2)cs1 (stereo not given)
  PriA SSB inh: -8.0&-2.0

Additional compounds.
SMILES	PriA SSB inh
COCC(=O)Nc1cccc(-c2ccc(S(C)(=O)=O)nn2)c1	-13.0
Cc1ccc(OCCOCC(O)CN2CCN(C(c3ccccc3)c3ccccc3)CC2)cc1C (stereo not given)	15.0
Cc1cc(C)nc(NN=Cc2c(CO)cnc(C)c2O)n1	9.0
CSc1ncccc1C(=O)NCC1(O)CCc2ccccc21 (stereo not given)	3.0
O=C(c1ccco1)N1CCN(C(=NS(=O)(=O)c2cccs2)c2ccccc2Cl)CC1	7.1
COc1ccc(Cl)c2sc(N3CCN(C(=O)c4cc([N+](=O)[O-])ccc4Cl)CC3)nc12	4.0
COc1ccc(S(=O)(=O)NCC(=O)N2CCOC(c3ccccc3)C2)cc1Cl (stereo not given)	-34.0&7.0
CC1=CCCC(C)(C)C1/C=C/C(C)=NNC(=O)c1ccncc1 (stereo not given)	-3.7
COc1ccc(/C=C2\C(=NO)C3CCN2CC3)cc1	-0.7
COCCCn1c(=O)c2ccccc2n(Cc2nc(-c3ccccc3C)no2)c1=O	-7.0
O=C(O)C1=Cc2ccccc2OC1	-6.0
ON=Cc1ccc2cccc(OCc3ccccc3)c2n1	-7.5
COc1ccc(C[C@](C)(O)CNC(=O)c2cncc(Br)c2)cc1	-3.0
O=C(Cn1c2ccc(F)cc2c2ncn(Cc3ccccc3)c(=O)c21)Nc1cccc(F)c1	-21.0
NN=C(Cc1cscn1)c1ccc(O)cc1O	-13.1
CCOC(=O)c1sc(NC(=O)c2ccc(OC)cc2OC)c(C#N)c1C	5.0
CN1c2ccc([N+](=O)[O-])cc2SC1NC(=O)c1ccc(S(=O)(=O)N2CCc3ccccc32)cc1 (stereo not given)	-5.0
CCc1cccc(C)c1NC(=O)CSc1nnc(CCc2c(C)[nH]c(=O)[nH]c2=O)o1	-9.0
O=C(Nc1ccc(N2CCCCC2=O)cc1)C(=O)Nc1nc2ccccc2s1	-3.0
NCCOc1ccc(F)cc1	-13.0
COc1ccccc1C=NNC(=O)CCn1cnc2ccccc21	-13.6
CC1CCN(C(=O)c2csc(Nc3ccc(OC(F)F)cc3)n2)CC1	-2.0
CC(C)N1CCc2c(sc3c2C(=O)NC(c2ccccn2)N3)C1 (stereo not given)	41.0
C/C(C=NN1CCN(c2ccccc2)CC1)=C\c1ccccc1	-5.3
Cc1ccc(Cn2c(=O)c3ccc(C(=O)NCC(C)C)cc3n3c(=O)n(C)nc23)cc1	-2.0

SMILES	PriA SSB inh
O=C(CSC1=NS(=O)(=O)c2cc(Cl)ccc2N1)OCc1ccccc1	-5.0
O=C(Nc1ccccc1C(F)(F)F)N1CCC(CSc2ccccn2)CC1	-4.0
CCOC(=O)c1sc2nc(NC(=O)CN3C(=O)c4ccccc4C3=O)sc2c1C	11.0
Clc1ccc(NN=Cc2cccnc2)cc1	-1.9
COc1cc([N+](=O)[O-])cc2sc(NC(=O)c3ccc(S(=O)(=O)N(C)C4CCCC4)cc3)nc12	-6.0
COc1ccc(CCS(=O)(=O)Nc2ccc3c(c2)CCCN3C(=O)c2ccccc2)cc1	1.0
O=C(NN=Cc1ccc2c(c1)OCO2)c1cc(-c2ccncc2)nc2ccccc12	-6.2
COc1ccc(S(=O)(=O)NCC(c2ccc3c(c2)CCCN3C)N(C)C)cc1C (stereo not given)	37.0
O=C(NCC[C@@H](CCO)c1ccccc1)c1cc2ccccc2o1	-3.0
CC(CCc1ccccc1)NC(=O)C1CN(c2nc3ccc(F)cc3s2)C1 (stereo not given)	-9.0
CN1c2ccsc2C(=O)C(=CNc2cccc(C(F)(F)F)c2)S1(=O)=O	-3.8
O=C(C[C@H]1C/C=C/C[C@@H](Cc2ccc(F)cc2)C(=O)OC[C@@H]2CCCN2C1=O)NCCO	6.8
COC(=O)c1cccc2c1-c1ccccc1C2=NNC(N)=O	-26.5
CCOC(=O)c1ccc(NC(=O)CN2CC(c3nc(-c4ccco4)no3)C2)cc1	-15.0
Cc1ccc(-c2nnc(Oc3ccc4ccccc4c3)c3ccccc23)cc1C	1.0
CN(C)S(=O)(=O)c1ccc(C(=O)N(Cc2ccco2)C2CCOCC2)cc1	-9.0
COc1ccc(-c2ccc(N3CCC(C(=O)Nc4ccccn4)CC3)nn2)cc1	7.0
C=CCN1C(=O)C(Cc2cccc(Cl)c2)SC1=NN=Cc1ccco1 (stereo not given)	6.0
CCc1ccc(-c2cc3c(=O)n(Cc4nc(-c5cccc(Cl)c5)no4)ccn3n2)cc1	-17.0
C=CCc1c(C)nc(-c2ccccc2)nc1NN=C(C)c1ccc(N)cc1	-3.5
O=C(Cc1c(F)cccc1Cl)NCC1CCN(S(=O)(=O)C2CC2)CC1	1.0
NC(CS(=O)(=O)c1ccccn1)=NOC(=O)c1ccccc1Cl	7.2
O=C(CSc1nnc2scc(-c3ccccc3)n12)c1ccc(Oc2ccccc2)cc1	-6.0
O=S(=O)(NCc1ccsc1)c1ccccc1F	-11.0
CN(C)CCNC(=O)C(=O)Nc1cccc(F)c1	1.0

SMILES	PriA SSB inh
O=[N+]([O-])c1cccc(C=NNc2nc(NCc3ccccc3)nc(N3CCOCC3)n2)c1	-3.3
CC1(CC(=O)NN=Cc2cc(Br)c(O)cc2O)OCCO1	8.8
COc1cccc(NC(=O)CSc2[nH]c(=O)ncc2C)c1	2.0
O=C(NCc1ccc(Cl)cc1)C(=O)NCc1c(F)cccc1F	1.0&10.0
Cc1oc2ccc(OCC#N)cc2c1C(=O)OC(C)C	-31.0
COc1ccc(C)c2sc(N3CCc4ccccc4C3)nc12	5.0
O=C(NC(c1ccccc1)c1ccccc1)N1CC(S(=O)(=O)C2CCCCC2)C1	-2.0
NC(=O)Cn1cc(C=NNS(=O)(=O)c2cccc([N+](=O)[O-])c2)c2ccccc21	-14.3
O=C(/C=C\c1ccc2c(c1)OCO2)NNC(=O)c1cccn(Cc2ccc(F)cc2)c1=O	-11.0
Cc1c(C(=O)NN=Cc2cccc(O)c2)nnn1-c1nonc1N	-7.4
CCOCC(=O)NCC1CCN(S(=O)(=O)c2cccnc2)CC1	-4.0
Cn1cc(C(=O)N/N=C\c2ccc(O)cc2)c2ccccc21	-5.0
COc1ccccc1-c1cc(C(=O)N2CC(c3nc(C)no3)C2)[nH]n1	-2.0
O=S(=O)(NCC[C@H](O)C1CCOCC1)c1ccc(C(F)(F)F)cc1	-8.0
C=C(C)Cn1c(SCC(=O)Nc2ccccc2)nc2c1c(=O)[nH]c(=O)n2C	22.0
O=S(=O)(NCCOc1ccc2c(c1)OCO2)c1ccc(F)c(C(F)(F)F)c1	3.0
Oc1ccccc1-c1n[nH]c(-c2ccccn2)n1	93.8*
O=C(NC(C(=O)NN=Cc1cc([N+](=O)[O-])ccc1O)c1n[nH]c(=O)c2ccccc12)c1ccccc1 (stereo not given)	9.7
COc1ccc2nc(-c3ccc(C)c(NC(=O)c4cccc(C)c4)c3)cn2n1	-9.0
CC(=O)c1cccc(NC(=O)[C@H]2CCCN(c3ccc(-c4ccccc4)nn3)C2)c1	-5.0
CCNC(=O)N=C1NC(=O)C(C(C)C)O1 (stereo not given)	-9.6
CCOc1cc(C(=O)Nc2ccc(S(=O)(=O)N3CCCC[C@H]3c3cccnc3)cc2)cc(OCC)c1OCC	-7.0
O=C(Nc1nc2cc3c(cc2s1)OCO3)C1CCCN1S(=O)(=O)c1ccc(Cl)s1 (stereo not given)	-6.0
S=c1[nH]nc(-c2cccs2)n1N=Cc1cn(-c2ccccc2)nc1-c1ccc(Cl)cc1	-1.2
CC(C)Sc1ccc2nn(CC(=O)Nc3ccccc3F)c(=O)n2n1	-18.0

2 successive compounds out of the list so far:
SMILES	PriA SSB inh
S=c1[nH]nc(-c2cccs2)n1N=Cc1cn(-c2ccccc2)nc1-c1ccc(Cl)cc1	-1.2
CC(C)Sc1ccc2nn(CC(=O)Nc3ccccc3F)c(=O)n2n1	-18.0

Next section
SMILES	PriA SSB inh
COc1ccc(-c2noc(CSc3nc4ccsc4c(=O)n3-c3ccc(C)cc3)n2)cc1OC	-10.0
COc1ccc(C)cc1S(=O)(=O)NCCc1ccc2c(c1)CCCN2C	65.0*
O=C(NNC(=NS(=O)(=O)c1ccc(Cl)cc1)c1ccccc1)c1cccc(Cl)c1	-24.0
CCCS(=O)(=O)NCCNC(=O)c1ccc(NC(=O)C(C)(C)C)cc1	-11.0
Cc1cc2ccccc2n1CCNC(=O)c1ccc(C(F)(F)F)cc1	-4.0
O=C(c1ccco1)N1CCc2ccc(NS(=O)(=O)c3ccccc3Cl)cc21	-1.0&11.0
NS(=O)(=O)c1ccc(CCNC(=O)C(=O)NC2CCCCCC2)cc1	-9.0&-3.0
COc1ccc(OC)c(-c2ccc(N3CCN(C(=O)c4ccccc4F)CC3)nn2)c1	8.0
Cc1cc(-c2n[nH]c(=S)n2N=Cc2ccc(C)s2)n[nH]1	-6.7
Nc1ccc2c(c1)N(S(=O)(=O)c1ccccc1)CCC2	27.0
COc1cccc(S(=O)(=O)c2cc3cc(Br)ccc3oc2=O)c1	19.0
CCN(CC)S(=O)(=O)c1cccc(C(=O)NN=C(C)c2ccc(O)cc2O)c1	0.9
Cc1csc(C(=O)NCCc2nc(-c3cccs3)cn2C)c1	4.0
O=C(NCC1(c2cccs2)CCOCC1)c1ccc2c(c1)OCO2	-16.0
O=C(NCc1ccc(F)cc1)C(=O)Nc1ccc(F)cc1F	-9.0
Cc1nc2ccc3nc(NC(=O)c4sc5ccccc5c4Cl)sc3c2s1	1.0
O=C(NCCCn1nc(-c2cccs2)ccc1=O)c1ccc2c(c1)OCO2	-1.0
Cc1ccccc1NC(=O)Cc1csc(Nc2cccc(C(F)(F)F)c2)n1	-9.0
O=C(/C=C/c1ccc([N+](=O)[O-])s1)Nc1nc(-c2nc3ccccc3s2)cs1	-2.0
Cc1cc(C(F)(F)F)nc(CCNC(=O)NCc2cccs2)n1	15.0
O=C(NCC1CCN(C(=O)c2ccoc2)CC1)c1csc(-c2ccccc2)n1	-6.0
Cc1ccc(S(=O)(=O)Nc2ccc3c(c2)C(=O)NCCO3)c(C)c1	20.0
CCOC(=O)c1scc(-c2ccc(C)cc2)c1S(=O)(=O)N1CCN(c2cccc(C)c2C)CC1	-3.0
COc1ccc(S(=O)(=O)N2CCOCC2)cc1C(=O)Nc1nccs1	-15.0
O=C(Nc1cccc2nsnc12)c1ncc(-c2ccccc2)o1	-6.0

SMILES	PriA SSB inh
COc1ccc(S(=O)(=O)NC[C@@H](c2cccn2C)N2CCc3ccccc3C2)cc1F	-1.0
O=C(Cc1ccccc1)Nc1ccc2scnc2c1	-16.0
COc1cc(OC)c(NC(=O)c2nnn(-c3ccccc3)c2-n2cccc2)cc1Cl	-10.0
O=C(CNC(=O)C1COc2ccccc2O1)NN=Cc1ccccc1Cl (stereo not given)	-3.7
